Bioassay records as filed in PubChem BioAssay.
Pf gametocyte = late stage P. falciparum gametocyte viability inhibitors, primary screen, ATP luminescence, HTS; P. falciparum stage V gametocytes, 24 h; inhibition, % at 10.9 µM; 150,000 tested, 0.065% active; AID 743093, 2013;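 active = inhibition above the mean plus 3 SD of compounds within the control limits, set per campaign, cut at about 38% in these data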;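 also: 0% = DMSO wells and 100% = medium only without gametocytes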
Rac1 wt modul = wildtype Rac1 GTP binding modulators, primary screen, biochemical, GST-Rac1 beads, flow cytometry, multiplex; Ras-related C3 botulinum toxin substrate 1 (Homo sapiens), P63000; 190,000 tested, 0.27% active; GTP binding activity (% of control), % at 10 µM; fluorescent GTP binding; actives lie on both sides; 0 = cold GTP competed, 100 = untreated;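 active = GTP binding activity at least 20 points away from the 100% control level, either lower or higher; inconclusive = compound flagged as likely green fluorescent, judged across all proteins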
HRas wt GTP bind = modulators of GTP binding to HRas wildtype, primary screen, biochemical, bead-based flow cytometry, multiplex; GST-Ras wt beads, Bodipy-FL-GTP binding; actives lie on both sides; AID 759, 2007; 190,000 tested, 0.14% active; GTPase HRas (Homo sapiens), P01112; GTP binding activity, % at 10 µM;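 active = GTP binding activity at least 20% away from the 100% baseline, either lowered as inhibitor or raised as activator; inconclusive = flagged as likely green fluorescent, judged across all proteins in the well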;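 also: 0% = unlabeled GTP competition control and 100% = no-compound control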
Target sequence (P01112 whole entry, looked up): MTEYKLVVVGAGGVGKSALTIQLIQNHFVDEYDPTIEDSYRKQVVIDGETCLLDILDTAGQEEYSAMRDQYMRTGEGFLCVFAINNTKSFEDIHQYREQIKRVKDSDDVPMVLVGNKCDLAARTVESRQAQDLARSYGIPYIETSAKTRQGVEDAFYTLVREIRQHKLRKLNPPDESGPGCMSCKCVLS
Avidin bead fluor = green autofluorescence of compounds with avidin beads – biophysical, 488/530 nm, flow cytometry, artefact control, profiling panel; fluorescence (KMESF) at 10 µM; compound fluorescence 488/530 nm; active compounds read high; 220,000 tested, 0.38% active; in the data active = fluorescence above about 47; also: inactives centre near 10
Mcl1 Noxa PPI = Mcl-1/Noxa binding inhibitors, primary screen, biochemical, TR-FRET, 1536-well | Induced myeloid leukemia cell differentiation protein Mcl-1 (Homo sapiens), Q07820 | TR-FRET Mcl-1/Noxa peptide binding, 2 h | inhibition, % at 21.7 µM | 220,000 tested, 1.5% active | AID 1022, 2008;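 active = compounds that cut the protein-peptide binding signal by more than 50% relative to plate controls in a single-dose test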;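 also: His-tagged Mcl-1 with rhodamine Noxa BH3 peptide and terbium anti-His antibody; 0% = Mcl-1 plus Noxa peptide wells and 100% = peptide-only wells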
Target sequence (Q07820 whole entry, looked up): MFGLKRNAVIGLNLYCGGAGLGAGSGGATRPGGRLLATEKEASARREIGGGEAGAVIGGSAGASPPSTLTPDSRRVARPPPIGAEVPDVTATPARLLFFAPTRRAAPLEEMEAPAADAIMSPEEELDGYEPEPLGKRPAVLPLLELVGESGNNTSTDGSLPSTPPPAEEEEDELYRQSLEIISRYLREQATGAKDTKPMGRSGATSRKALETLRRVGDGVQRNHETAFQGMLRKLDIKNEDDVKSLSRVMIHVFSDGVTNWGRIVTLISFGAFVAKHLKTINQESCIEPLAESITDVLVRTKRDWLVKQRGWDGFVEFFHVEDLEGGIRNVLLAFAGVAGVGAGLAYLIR
Cdc42 wt = modulators of GTP binding to wildtype Cdc42, primary screen, biochemical, multiplex bead flow cytometry, Bodipy-GTP | GST-Cdc42 beads; actives lie on both sides | AID 761, 2007 | percent activity (GTP binding), % at 10 µM | 190,000 tested, 0.2% active;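 active = percent activity GTP binding at least 20 points away from the 100% baseline, either down as inhibitor or up as activator; inconclusive = compound flagged as likely green fluorescent from well-wide comparison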;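 also: median bead fluorescence of bound Bodipy-FL-GTP at 100 nM; 0% = excess unlabeled GTP control and 100% = no compound control; below 100% means less GTP binding so inhibitor and above means activator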
Target sequence (P60953 whole entry, looked up): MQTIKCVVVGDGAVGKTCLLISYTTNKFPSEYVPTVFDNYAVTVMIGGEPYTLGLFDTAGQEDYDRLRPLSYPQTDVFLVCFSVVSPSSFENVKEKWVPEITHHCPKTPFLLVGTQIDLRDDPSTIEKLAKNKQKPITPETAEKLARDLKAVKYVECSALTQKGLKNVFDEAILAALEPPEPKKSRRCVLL
Rac1 act GTP bind = GTP binding modulators of activated mutant Rac1, primary screen, biochemical, bead-based flow cytometry, multiplex, fluorescent GTP; Ras-related C3 botulinum toxin substrate 1 (Homo sapiens), P63000; GST-Rac1 activated beads; actives lie on both sides; 100% means binding = to untreated wells; percent activity (GTP binding), % at 10 µM; 190,000 tested, 0.11% active; AID 764, 2007;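 active = GTP binding at least 20 percentage points away from the 100% baseline, in either direction, so actives lie on both sides; inconclusive = Compound likely fluorescent itself, or too few beads counted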
GSH bead fluor = compound fluorescence on glutathione beads, profiling panel, artefact control, biophysical, 488/530 nm, flow cytometry; fluorescence (KMESF) at 10 µM; 190,000 tested, 0.25% active; GSH beads flow cytometry, compound fluorescence 488/530 nm; active compounds read high; AID 1776, 2009; in the data active = fluorescence above about 89;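 also: glutathione beads carrying GST-tagged Bcl family fusion proteins plus one bare bead set; values are compound well signal with DMSO vehicle wells as background; inactives centre near 16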
Rab2 wt GTP = modulators of GTP binding to Rab2A wildtype, primary screen, biochemical, dog, bead-based flow cytometry, multiplex; Ras-related protein Rab-2A (Canis lupus familiaris), P61105; GST-Rab2 wt beads, Bodipy-GTP binding; GTP binding activity, % at 10 µM; 190,000 tested, 0.19% active;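 active = GTP binding activity at least 20 points away from 100%, either lowered or raised; inconclusive = signal likely due to the compound's own green fluorescence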;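 also: 0% = beads with excess unlabeled GTP and 100% = no-compound control corrected for plate trend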
Mcl1-Bid inh = Mcl-1/Bid binding inhibitors, primary screen, biochemical, TR-FRET, 1536-well; 220,000 tested, 0.97% active; TR-FRET Mcl-1/Bid-Dy647 peptide binding; Induced myeloid leukemia cell differentiation protein Mcl-1 (Homo sapiens), Q07820; inhibition, % at 21.7 µM;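 active = compounds that cut the binding signal by more than half at the single screening dose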;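 also: His-tagged Mcl-1 with europium anti-His antibody binding Bid BH3 peptide; 0% = Mcl-1 plus peptide wells and 100% = peptide-only wells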
Rab7 wt GTP bind = modulators of GTP binding to Rab7, primary screen, biochemical, wildtype, multiplex bead flow cytometry | Rab7 GTPase wild type (dog), Bodipy-FL-GTP binding | GST-Rab7 beads, fluorescent GTP binding; actives lie on both sides; untreated = 100%, excess cold GTP = 0% | GTP binding activity (percent of control), % at 10 µM | 190,000 tested, 0.055% active;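 active = fluorescent GTP binding to Rab7 beads changed by at least 20 points from the 100% baseline, either direction, mostly lower; inconclusive = compound itself probably fluorescent, or too few beads counted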;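 also: median green fluorescence of bound Bodipy-FL-GTP per Rab7 bead population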
The depositor's hits bear a star; ? = inconclusive; / = not tested or not shown.

SMILES	Pf gametocyte	Rac1 wt modul	HRas wt GTP bind	Avidin bead fluor	Mcl1 Noxa PPI	Cdc42 wt	Rac1 act GTP bind	GSH bead fluor	Rab2 wt GTP	Mcl1-Bid inh	Rab7 wt GTP bind
C=CCn1c(SCC(=O)c2c(N)n(C)c(=O)n(C)c2=O)nnc1-c1ccncc1	/	97	95	9	14	100	96	23	101	-27	101
CC(Sc1nnc(-c2cccs2)n1-c1ccccc1)C(=O)NCc1ccco1 (centres undefined)	-8	101	99	34	6	100	98	18	98	-25	99
CC1=C(C(=O)Nc2ccccc2)C(c2cccs2)C(C#N)=C(SCC#N)N1 (centres undefined)	/	99	96	2	-18	100	100	41	101	-68	97
c1cc(Nc2ncnc3sc4c(c23)CCC4)ccn1	-20	98	98	11	2	98	95	9	96	-23	109
COc1ccc2c(c1)C(=O)N(c1ccc(C)cc1)C(=O)C2	16	101	100	38	9	101	98	19	100	-36	101
O=C(c1cc2nc(-c3ccco3)cc(C(F)(F)F)n2n1)N1CCN(c2ccccn2)CC1	/	96	96	10	12	99	95	25	97	-5	99
O=C(CCn1c(=O)sc2ccccc21)Nc1ccon1	-15	101	99	6	9	98	96	17	97	7	96
OCCNCCCCOc1ccccc1F	15	111	102	8	9	104	103	9	100	-15	100
FC(F)(F)c1nnc2sc(-c3ccco3)nn12	14	96	97	13	3	98	96	32	96	0	94
CC(C)c1nnc(NC(=O)C2CCN(S(=O)(=O)c3ccc(-n4cnnn4)cc3)CC2)s1	11	99	96	12	-79	100	95	15	99	-3	97
O=C(COc1ccccc1[N+](=O)[O-])N/N=C/c1cccs1	/	104	104	14	15	105	102	9	102	-7	99
Brc1ccc(-c2csc(N3CCOCC3)n2)cc1	-9	100	98	5	19	96	97	22	96	-24	98
COc1ccccc1CNC(=O)N[C@@H](Cc1ccccc1)C(=O)O	/	101	96	8	5	95	98	17	100	-20	98
O=c1c2ccccc2nnn1CSc1nc2ccccc2c(=O)n1CCCO	/	101	94	26	-6	95	94	12	99	-4	95
Cc1ccccc1S(=O)(=O)Cc1ccc(C(=O)N2CCN(c3ncccn3)CC2)o1	/	99	98	8	-9	99	97	33	98	-9	99
O=C1c2ccccc2-c2nnc(-c3ccc(O)cc3)cc21	-6	97	101	12	28	103	97	9	104	-25	104
Cc1ccc(-c2nnc(N3CCN(C(=O)CN4CCOCC4)CC3)c3ccccc23)cc1	19	101	100	17	-1	102	98	23	103	-20	97
Cc1ccc(S(=O)(=O)N2CCN(C(=O)CN3CCOCC3)C2)cc1	/	101	101	9	13	99	98	4	97	-4	99
COc1ccc(CN2C(=O)c3ccccc3C2C(=O)NC2CCCC(C)C2C)c(OC)c1 (centres undefined)	-10	102	102	5	7	102	97	11	106	-14	108
O=C(O)CCNS(=O)(=O)c1ccccc1	0	97	98	15	0	100	101	25	101	3	100
Cc1oc2ccc(OS(C)(=O)=O)cc2c1C(=O)OC(C)C	-9	102	98	16	-3	101	98	12	102	-28	104
COc1cccc(N(CC(=O)N2CCN(C)CC2)S(=O)(=O)c2ccccc2)c1	0	112	104	15	4	108	102	30	101	60*	99
CCn1c(SCC(=O)N2CCCc3ccccc32)nnc1-c1ccoc1C	/	102	97	16	-16	101	98	17	98	-16	95
O=c1[nH]c(CN2CCN(S(=O)(=O)/C=C/c3ccccc3)CC2)nc2ccccc12	17	100	97	16	13	96	98	16	94	-27	96
O=C(C1CC1)N1CCc2cc(Br)cc(S(=O)(=O)NCc3ccco3)c21	-13	102	100	21	-6	101	98	28	101	1	97
Cc1ccccc1-c1nnn(CC(=O)Nc2ccc3c(c2)OCO3)n1	9	88	92	6	16	89	87	24	88	-11	93
Cc1onc(-c2ccccc2Cl)c1C(=O)OCC(=O)c1c(N)n(C)c(=O)n(C)c1=O	-6	100	100	9	0	98	93	17	103	-23	108
CCOC(=O)CSc1n[nH]c(-c2cccnc2)n1	/	97	99	18	53*	98	96	17	97	-6	93
O=C(O)c1ccc(CNC(=O)c2ccc(C(F)(F)F)cc2)cc1	-18	97	96	23	14	92	92	12	93	10	99
O=S1(=O)C=CC(Nc2ccccc2)C1 (centres undefined)	-5	100	101	39	-10	101	98	14	99	-19	100
CCOCCCNC(=O)c1cc2sc(Cl)cc2n1CC	/	104	103	4	2	104	101	48	104	-3	104
CCNC(=O)CSc1nc2ccccc2c(=O)n1-c1cc(OC)ccc1OC	-13	106	102	10	-1	102	97	27	99	-23	101
O=C(CCc1nc2ccccc2c(=O)[nH]1)OCc1ccc(Cl)cc1Cl	/	98	101	4	16	99	100	6	99	-22	102
CN(Cc1ccc(Cl)cc1)C(=O)CCl	0	95	96	6	-6	94	91	15	96	-22	106
CC1CCCN(C(=O)CNC(=O)Cn2ccc3ccccc3c2=O)C1 (centres undefined)	/	98	99	6	4	96	95	24	98	-11	100
O=[N+]([O-])c1ccc(Cl)c(/C=N/N2CCN(Cc3ccccc3)CC2)c1	/	97	103	13	3	102	96	17	102	-67	97
N#Cc1c(NCc2ccccc2)ccnc1NCc1cccnc1	/	99	101	36	4	102	99	13	98	0	97
O=C(Cn1c(CC(=O)N2CCOCC2)nc2ccccc21)Nc1ccc2c(c1)OC(F)(F)O2	-21	106	100	29	-3	101	98	21	100	-21	99
C=CCn1c(COc2cccc3cccnc23)nnc1SCC(=O)OC	/	108	103	9	15	99	104	17	104	4	105
CN(/C=C1/C(=O)CNC1=O)CCO	/	98	96	11	13	98	100	74	100	3	98
CCCCOC(=O)c1ccc(NC(=O)C(=O)NCc2ccco2)cc1	18	99	93	15	17	95	96	10	94	2	96
CCCP(=O)(CC(=O)O)c1ccccc1 (centres undefined)	-6	103	102	14	9	102	97	10	100	-1	98
Cc1cc(N2CCCCC2)nc(-c2ccc(Br)cc2)n1	-6	93	95	11	-1	94	97	15	94	-61	93
CCOC(=O)C1=C(O)/C(=C/c2cc(OC)c(OC)c(OC)c2)SC1=Nc1ccc(OC)cc1	/	104	101	22	-2	101	100	7	97	-11	94
N/C(=N\OC(=O)/C=C/c1ccccc1)c1ccncc1	/	104	101	10	12	98	95	19	99	-24	98
COc1ccc(C2c3c(C)nn(-c4ccccc4)c3NC(=O)N2c2ccccc2)cc1 (centres undefined)	-7	104	98	12	22	102	98	10	97	77*	100
OC(COC(c1ccccc1)c1ccccc1)CN1CCOCC1 (centres undefined)	26	101	100	11	2	97	96	17	99	-15	107
Cc1ccc2cc(C#N)c(SCC(=O)N3CCCc4ccccc43)nc2c1C	8	98	98	9	-110	98	97	14	96	-40	98
Cc1ccc(NC(=O)N(Cc2ccco2)Cc2cc3cc(C)cc(C)c3nc2Cl)cc1	/	94	92	11	-21	89	96	16	92	-11	92
O=C(Nc1cnn(Cc2ccc(F)cc2)c1)c1cc2nc(-c3ccco3)cc(C(F)(F)F)n2n1	/	90	89	11	/	91	91	26	88	-1	92
CC(C)C(=O)Nc1c2c(nc3ccccc13)N(C)CC2	6	102	99	35	2	102	101	22	100	22	100
O=C(CN1CCN(c2ccccn2)CC1)Nc1ccc(F)cc1	/	101	101	8	11	100	99	27	101	48	102
Cc1ccc(C)c(NS(=O)(=O)c2c(C)nn(C)c2C)c1	/	101	101	18	20	102	98	11	101	-15	100
O=C(C1CCCN(S(=O)(=O)c2cccnc2)C1)N1CCn2c1nc1ccccc12 (centres undefined)	/	106	102	8	8	96	100	20	101	1	99
CCn1c(SCC(N)=O)nnc1C(C)C	/	103	101	13	-22	103	97	11	101	-62	106
Cc1nc2sc3c(O)cc(=O)[nH]c3c2c(C)c1C	/	102	100	12	28	97	94	55	98	-33	99
Cc1ccc(NC(=O)c2cccc(Cl)c2)nc1	1	103	99	6	21	101	99	52	99	-1	97
N#CC(Cc1ccc(OC(F)F)cc1)c1nc2ccccc2[nH]1 (centres undefined)	-8	101	97	7	6	100	97	19	98	-2	98
CC(C)(C)NC(=O)CN1C(=O)/C(=C/c2ccccc2)SC1=S	11	100	96	11	5	98	96	15	97	-19	94
CC(=O)CCC(=O)NCCc1ccccc1F	/	102	104	8	1	106	102	69	104	-5	100
More entries:
SMILES	Pf gametocyte	Rac1 wt modul	HRas wt GTP bind	Avidin bead fluor	Mcl1 Noxa PPI	Cdc42 wt	Rac1 act GTP bind	GSH bead fluor	Rab2 wt GTP	Mcl1-Bid inh	Rab7 wt GTP bind
CN1CCN(Cc2c(O)ccc3occ(C(=O)c4ccccc4)c23)CC1	/	103	103	38	3	103	101	17	101	-5	102
O=C(NCC(O)c1ccccc1)c1cccc(S(=O)(=O)N2CCOCC2)c1 (centres undefined)	/	98	100	10	7	98	98	20	97	-7	102
Nn1c(COc2ccccc2)nnc1SC(F)F	/	99	99	12	31	100	98	32	98	-5	99
Cc1c(NC(=O)CN2C(=O)NC(C)(c3ccccc3Cl)C2=O)c(=O)n(-c2ccccc2)n1C (centres undefined)	/	103	100	12	-7	103	101	13	100	-3	98
COc1ccc(C2C(C(=O)c3ccco3)=C(O)C(=O)N2Cc2cccnc2)cc1OC (centres undefined)	/	100	99	37	-15	100	97	8	94	-45	92
Cc1cc(C)c2c(=O)[nH]c(SCC(=O)c3ccc(F)c(C)c3)nc2n1	/	99	94	12	-225	94	93	12	93	59*	97
CCC(C)Sc1nc(C)nc2c1c(=O)n(C)c(=O)n2C (centres undefined)	/	98	98	7	24	99	97	18	97	-21	101
COc1ccccc1-c1nnc(SC(C)C(=O)O)n1-c1ccccc1 (centres undefined)	-21	101	97	9	10	100	98	17	97	-5	98
COc1ccccc1NC(=O)CN(C)S(=O)(=O)c1cc(C)ccc1OC	-10	?	?	18	-5	?	?	11	?	-5	?
Cc1ccc(C(=O)CSc2nnc(-c3ccco3)n2Cc2ccccc2)cc1	/	102	103	11	-17	100	98	12	100	-7	102
